DAGLB inhibitor: diacylglycerol lipase beta (human) inhibition; Q8NCG7; HEK293T DAGLB membrane lysate, EnzChek fluorogenic substrate; inhibition, % at 5.17 µM; actives 0.059% (n = 340,000); in the data active = inhibition above about 34%;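 also: 0% = enzyme with vehicle and 100% = wells lacking enzyme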
Target sequence (Q8NCG7 whole entry, looked up): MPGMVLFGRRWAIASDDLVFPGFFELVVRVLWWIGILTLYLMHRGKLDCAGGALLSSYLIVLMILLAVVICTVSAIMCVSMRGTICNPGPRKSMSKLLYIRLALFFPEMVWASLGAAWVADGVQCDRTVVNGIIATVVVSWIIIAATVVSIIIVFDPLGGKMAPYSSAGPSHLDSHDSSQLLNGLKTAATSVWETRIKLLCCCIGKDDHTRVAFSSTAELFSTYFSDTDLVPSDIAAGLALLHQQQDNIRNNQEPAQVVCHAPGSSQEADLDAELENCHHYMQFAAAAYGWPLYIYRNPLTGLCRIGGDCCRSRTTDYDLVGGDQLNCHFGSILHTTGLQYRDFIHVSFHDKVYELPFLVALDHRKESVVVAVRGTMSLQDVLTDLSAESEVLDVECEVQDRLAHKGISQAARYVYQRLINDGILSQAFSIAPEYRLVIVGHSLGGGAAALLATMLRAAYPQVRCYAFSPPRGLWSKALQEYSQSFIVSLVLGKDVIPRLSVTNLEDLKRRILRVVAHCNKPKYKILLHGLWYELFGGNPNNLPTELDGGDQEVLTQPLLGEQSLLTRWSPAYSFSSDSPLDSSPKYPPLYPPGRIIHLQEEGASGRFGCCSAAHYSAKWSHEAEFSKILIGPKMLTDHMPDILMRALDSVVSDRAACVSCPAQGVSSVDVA
CAL PDZ FP-1: blocks peptide binding to the human CAL PDZ domain; Q9HD26; purified CAL PDZ, TMR-peptide fluorescence polarization, 1 h; inhibition, % at 24.9 µM; actives 0.92% (n = 300,000); AID 602252;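 active = mean inhibition of at least 30% with at least half of replicates also reaching 30%; inconclusive = no clear call, values can overlap the other calls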;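 also: 0% = DMSO neutral control and 100% = excess unlabeled competitor peptide PRC23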
RTF Ca sens inh: cardiac RTF calcium desensitization; P19429+P45379; IANBD-labeled cardiac RTF, Ca2+ fluorescence; inhibition, % at 7.15 µM; actives 0.12% (n = 340,000); AID 493244;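 active = inhibition above the mean inhibition of all tested compounds plus 3 SD, cut at about 17% in these data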;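 also: assay run at fixed EC70 calcium of 1.6 mM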
C-LANA FP: blocks KSHV LANA C-terminal domain binding to DNA; MBP-C-LANA/FAM-LBS DNA binding, fluorescence polarization; inhibition, % at 9 µM; AID 504423; actives 0.078% (n = 340,000);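 active = highest replicate inhibition at or above 60% at 9 µM, even if other replicates fall short; inactive = all replicates below 60% inhibition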;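 also: 0% = neutral control wells and 100% = 4 µM acridine orange control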
NSD2 inh: NSD2 (human) methyltransferase inhibition | actives 0.54% (n = 310,000) | O96028 | NSD2 peptide methylation, AlphaScreen, 120 min | AID 743445 | inhibition, % at 12.5 µM; in the data active = inhibition above about 50%
DSG3 Ab inh: blocks pemphigus antibody binding to human desmoglein-3 | P32926 | DSG3-coupled beads, scFv-anti-DSG3-GFP binding, flow cytometry; hits give low values | binding (percent of control), % at 10 µM | actives 0.48% (n = 310,000);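 active = binding more than 3 SD below its plate's average and above zero; inconclusive = below that plate limit but binding exactly zero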;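 also: hits lower antibody fragment binding to DSG3; some compounds called inactive have numbers as strong as hits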
Keap1-Nrf2 PPI: inhibitors of human Keap1-Nrf2 protein-protein interaction; Q14145; Keap1 Kelch-Nrf2 peptide fluorescence polarization, 1536-well; inhibition, % at 9.4 µM; actives 0.15% (n = 340,000); AID 504523; in the data active = inhibition above about 12%; inconclusive = no clear call, values can overlap the other calls; inactive = below about 7.3%;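 also: human Keap1 Kelch domain with fluorescein labeled Nrf2 9mer peptide probe; 0% = neutral control wells and 100% = peptide positive control; higher means more block of Keap1 binding to Nrf2 peptide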
V-ATPase pH: regulators of yeast V-ATPase proton transport. S. cerevisiae, pHLuorin cytosolic pH fluorescence. response, % at 10 µM. actives 0.37% (n = 350,000). AID 504577; in the data active = response mostly above about 7.3%, no sharp cut-off; inactive = mostly below about 5.4%; also: actives read high; inactives centre near 0; some compounds called inactive have numbers as strong as hits
CAL PDZ FP-2: inhibitors of human CAL PDZ peptide binding | inhibition, % at 20 µM | Q9HD26 | actives 0.02% (n = 330,000) | AID 504414 | purified CAL PDZ, TMR-peptide fluorescence polarization, 1 h;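 active = highest replicate inhibition of at least 40%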;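 also: plate controls were DMSO neutral control wells for no effect and unlabeled competitor peptide control wells for full effect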
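Material: tagged CAL PDZ protein CerCALP, purified; buffer or medium: sodium phosphate/NaCl buffer pH 7.4 with TCEP, IgG, Thesit; also added: fluorescent TMR peptide probe; schedule: 1 h incubation at room temperature before polarization reading; technique: fluorescence polarization from S- and P-plane intensities, G-factor corrected; control set: unlabelled peptide and DMSO controls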
Arr AP2 block: human beta-arrestin and AP2 interaction inhibition. inhibition, % at 10 µM. actives 0.31% (n = 340,000). FITC-arrestin peptide / GST-AP2 beads, flow cytometry; AP2 beta2 appendage carries R879A mutation;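 active = inhibition above a set limit, near 3 SD of compounds lacking own fluorescence, cut at about 54% in these data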;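 also: plate controls were DMSO wells for no effect and 5 µM unlabelled arrestin peptide for full effect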
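test system = AP2 appendage R879A on GSH beads | buffer or medium = PBS plus Tween 20 (0.05%) and BSA (0.1%) | incubation = 12 min plus 1 h, RT | detection = bead flow cytometry, FITC channel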
The depositor's hits bear a star; ? = inconclusive; · = not tested or not shown.

Start of the listing, in advance, two compounds:
Below each SMILES – DAGLB inhibitor	CAL PDZ FP-1	RTF Ca sens inh	C-LANA FP	NSD2 inh	DSG3 Ab inh	Keap1-Nrf2 PPI	V-ATPase pH	CAL PDZ FP-2	Arr AP2 block
1: COC(=O)c1c(NC(=O)CSc2nnc(Cn3nnc4ccccc43)n2C)sc(C)c1C
→ -2	-1	-2	-2.1	·	103	-4	7	-2.5	9
2: COc1cccc(CN(C)C(=O)c2cc(-c3cccs3)nc3ccccc23)c1
→ -3	-1	1	-0.6	-9	108	0	7	-0.9	-9

The whole of this part, repeating the preview:
Below each SMILES – DAGLB inhibitor	CAL PDZ FP-1	RTF Ca sens inh	C-LANA FP	NSD2 inh	DSG3 Ab inh	Keap1-Nrf2 PPI	V-ATPase pH	CAL PDZ FP-2	Arr AP2 block
1: COC(=O)c1c(NC(=O)CSc2nnc(Cn3nnc4ccccc43)n2C)sc(C)c1C
→ -2	-1	-2	-2.1	·	103	-4	7	-2.5	9
2: COc1cccc(CN(C)C(=O)c2cc(-c3cccs3)nc3ccccc23)c1
→ -3	-1	1	-0.6	-9	108	0	7	-0.9	-9
3: O=C(COC(=O)CNC(=O)c1ccco1)Nc1ccc(F)cc1
→ 0	1	0	0.4	-3	109	-2	-2	-2.1	35
4: CCOC(=O)c1cn(CC(=O)Nc2ccc(CC)cc2)nn1
→ 1	-2	4	-0.5	-5	·	-2	1	-0.9	0
5: COc1cccc(C(=O)NNC(=O)c2sccc2-n2cccc2)c1
→ -2	·	-6	1.0	1	101	3	-1	0.8	-10
6: O=C(CSc1ccc(Cl)cc1)Nc1ncccn1
→ 2	-1	2	1.4	-3	123	0	0	-3.1	1
7: Cc1nnc(Nc2ccc(C(=O)N3CCOCC3)cc2)c2ccccc12
→ 0	10	-2	-2.2	0	127	-7	0	-1.2	6
8: COc1ccc([N+](=O)[O-])cc1NC(=O)C(C)Sc1ccccc1 (centres undefined)
→ -2	-3	-7	1.1	-1	101	1	-2	-0.4	46
9: Cc1cc(=O)[nH]c(SCC(=O)Nc2ccc(Br)cn2)n1
→ 1	2	-2	-2.0	0	111	3	1	-2.3	10
10: COc1ccc(S(=O)(=O)N2CCCC(C(=O)NCc3ccccc3)C2)cc1 (centres undefined)
→ -3	8	4	-1.2	-7	106	-6	-4	-0.4	-6
11: Fc1ccc(F)c(CN2CCN(c3ncccn3)CC2)c1
→ -3	·	-11	0.9	-5	105	1	-3	-1.2	-16
12: CSc1ccc(S(=O)(=O)NC2CCCCCC2)cc1
→ -4	-2	-5	-0.8	-5	104	-1	1	-0.2	-6
13: COc1ccccc1C(=O)OCC(=O)NC12CC3CC(CC(C3)C1)C2
→ 2	·	-5	-1.2	-1	107	-5	-5	-1.1	-5
14: Cc1ccc(N2C(=O)CC(Sc3nc(C)cc(C)n3)C2=O)cc1 (centres undefined)
→ -2	·	-5	·	-3	111	1	1	-0.1	20
15: COc1ccc2c(=O)c(C(=O)O)c(-c3ccc4c(c3)OCO4)n(C)c2c1
→ 1	-4	5	0.0	-3	128	1	0	-1.8	4
16: COc1ccc2[nH]c(=O)c(CN(C(=O)c3cccnc3)c3ccccc3OC)cc2c1
→ 2	0	-10	-0.1	-2	·	1	4	-3.8	14
17: O=C(N/N=C/c1ccccc1Br)C1CC1
→ 1	4	0	2.6	0	93	3	-2	-9.0	13
18: O=C(O)CCC(=O)OCc1c(-c2ccccc2)ncc2ccccc12
→ -1	-5	1	2.0	·	95	-3	0	-1.1	1
19: O=C(NC12CC3CC(CC(C3)C1)C2)c1cccc(OC(F)F)c1
→ -7	2	1	2.1	-5	97	-1	0	-0.6	34
20: COc1cccc(NC(=O)COC(=O)CCOc2ccccc2OC)c1
→ -6	-2	-5	-0.3	-3	111	2	-2	-1.6	-19
21: Cc1nn2c(SCC(=O)c3cccs3)cc(C(C)(C)C)nc2c1-c1ccccc1
→ -3	-2	-6	-2.4	0	99	3	-1	-1.8	·
22: CC(Sc1nnc(COc2ccc([N+](=O)[O-])cc2)n1C)C(=O)O (centres undefined)
→ -2	-6	11	1.5	-2	·	-1	-3	-1.5	16
23: C=C1CC2C(CCC3(C)C2CCC3(O)C(C)=O)C2(C)CCC(=O)C=C12 (centres undefined)
→ 1	0	-4	-1.9	-1	114	-3	1	0.7	0
24: CCOC(=O)n1c(=O)oc2ccccc21
→ -1	-2	-10	0.7	-1	91	-2	-4	-2.7	-14
25: COCCCn1c(C)cc(C(=O)CN2c3cccc4cccc(c34)S2(=O)=O)c1C
→ 1	-1	0	0.9	0	100	-5	4	-1.2	-10
26: CC(NC(=O)c1cc(-c2ccc3c(c2)OCO3)nc2ccccc12)C(C)(C)C (centres undefined)
→ -8	7	-2	0.4	0	103	-5	1	1.3	9
27: CCOC(=O)NN1C(=O)c2ccccc2NC1c1ccccn1 (centres undefined)
→ 0	·	-12	-1.4	-9	106	4	0	-1.3	-25
28: Cc1cc([N+](=O)[O-])nn1CC(=O)NCCc1c[nH]c2ccccc12
→ 2	0	-6	15	4	111	-2	1	-0.5	-11
29: CC(SC1CCCC1)C(=O)Nc1ccnn1C(C)C (centres undefined)
→ 0	-1	2	0.4	0	96	-5	-1	-0.8	-6
30: CN(CC(=O)Nc1cccc(F)c1)C(=O)CN1C(=O)C2CC=CCC2C1=O (centres undefined)
→ 2	0	-36	-0.3	-2	95	1	-1	0.3	-5
31: O=C(OCC(=O)N1CCCCCC1)c1ccc(Cl)c(S(=O)(=O)N2CCCC2)c1
→ -3	1	-3	-0.5	6	107	-1	-2	-2.1	7
32: Cc1cc(C)n2c(nc3ccccc32)c1C(=O)NN
→ ·	·	·	·	-2	110	·	1	·	-14
33: Cc1c(NC(=O)CSc2nnc(-c3ccncc3)n2C)c(=O)n(-c2ccccc2)n1C
→ 0	·	·	·	23	100	·	-1	·	·
34: COc1cc(CCC(=O)N2CCN(c3ncccn3)CC2)cc(OC)c1OC
→ ·	-4	·	2.2	-3	·	0	-1	-0.1	17
35: O=C(CSc1ccccc1)NCCCc1ccccc1
→ -3	-2	1	0.9	-8	116	-6	3	-1.6	-22
36: OCCNc1nc2nonc2nc1NCCO
→ 0	-7	-3	0.0	0	83	-1	-1	-1.3	-1
37: O=C1COc2ccc(C(=O)COC(=O)Cc3ccc(Cl)cc3)cc2N1
→ 1	0	-8	-0.3	8	113	-6	3	-1.9	9
38: COCCCNC(=O)c1cc(S(=O)(=O)N2CCC3(CC2)OCCO3)ccc1F
→ 1	·	·	·	-1	108	·	3	·	·
39: CCSc1nnc(NC(=O)c2ccc(Br)s2)s1
→ 2	0	0	-1.7	-3	98	-1	0	-0.2	28
40: COc1cccc(C2C(C(=O)Nc3nc4ccccc4s3)=C(C)NC3=C2C(=O)CC(C)(C)C3)c1OC (centres undefined)
→ 6	-3	2	-2.6	-2	·	-1	3	-1.3	6
41: NNC(=O)c1ccc(CSc2n[nH]c(=O)[nH]c2=O)cc1
→ 2	-2	12	0.2	·	93	0	-1	-1.6	24
42: CCN1CCCC1CNC(=O)C(=O)NC(C)C (centres undefined)
→ -1	-2	-3	5.7	0	97	?	0	0.8	18
43: CCCCN(CC)Cc1ccc(CNC(=S)Nc2ccc(C)cc2Cl)o1
→ 2	-2	-4	2.0	22	98	-7	5	-2.9	8
44: COc1ccccc1CNC(=O)CN(C)CC(=O)Nc1cccc(F)c1
→ 2	-1	1	1.2	9	108	-4	1	·	10
45: CCn1c(COc2ccc(Cl)cc2)nnc1SC1CCc2ccccc2C1=O (centres undefined)
→ -3	-4	0	0.8	5	102	-3	0	-1.0	-35
46: CN(Cc1cccs1)c1ncnc2sccc12
→ -1	6	-14	0.2	2	98	1	3	-2.1	4
47: CCN(Cc1ccc2c(c1)OCCO2)S(=O)(=O)c1ccc(NC(C)=O)cc1
→ -4	-4	-4	-1.1	-3	99	3	0	-0.7	16
48: CC(=O)Nc1ccc(C=NNc2ccc([N+](=O)[O-])cn2)cc1
→ -1	-1	6	0.2	-1	110	1	2	1.6	5
49: COc1ccc(C(C(=O)NCC2CCCO2)N(C(=O)Cn2nnc3ccccc32)c2ccc(NC(C)=O)cc2)cc1OC (centres undefined)
→ 2	-1	-6	-0.6	-4	93	0	-1	-2.0	-4
50: CC1CCCCN1C(=O)c1cc2c(=O)n3ccccc3nc2s1 (centres undefined)
→ -2	3	7	-1.2	-5	·	0	-4	-2.7	0

New compounds follow.
Below each SMILES – DAGLB inhibitor	CAL PDZ FP-1	RTF Ca sens inh	C-LANA FP	NSD2 inh	DSG3 Ab inh	Keap1-Nrf2 PPI	V-ATPase pH	CAL PDZ FP-2	Arr AP2 block
51: COc1ccc(CNC(=O)Cn2nnc3ccccc3c2=O)cc1
→ 2	-10	-2	-1.2	-2	102	-2	0	-0.3	-4
52: CCOC(=O)N1CCN(c2c(NCCc3ccccc3)c(=O)c2=O)CC1
→ -7	-5	-2	-0.1	·	97	-1	3	0.2	21
53: COC/C=C/C1=CC2=CC(=O)C(C)(OC(=O)c3cnc4ccccc4n3)C(=O)C2=CN1CCOC (centres undefined)
→ 2	-3	4	2.3	·	99	-4	-5	0.1	21
54: CCCn1c2ccccc2c2nnc(SCC(=O)Nc3cc(C)on3)nc21
→ -2	·	-4	-1.1	4	·	1	19	0.0	33
55: O=C(CC1OC(=O)c2ccccc21)Nc1cccc(S(=O)(=O)N2CCCCCC2)c1 (centres undefined)
→ -2	7	-11	-2.4	-5	·	-3	-5	-2.5	1
56: CC1(C)Cc2c(C#N)c(OCC(=O)c3ccccc3)nc(-c3ccoc3)c2CO1
→ -3	-2	1	1.0	-2	94	0	8	-0.8	21
57: COCCCNC(=S)N1CCCN(c2nc3cc(C)c(C)cc3cc2C#N)CC1
→ 1	2	-5	-2.1	-4	101	0	-2	-20	-7
58: COc1cc2c(cc1OC)C(c1cccs1)N(C(=O)c1ccc(S(=O)(=O)N(C)C)cc1)CC2 (centres undefined)
→ 0	-2	-5	1.3	1	94	-5	4	-1.5	3
59: COc1ccc(-c2nc3cc(NC(=S)NC(=O)Cc4ccccc4)ccc3o2)cc1
→ -4	-2	-9	-0.3	0	97	-4	2	-0.1	7
60: Cc1cc(C2C(=O)c3ccccc3C2=O)c(C)c(C)c1C
→ 2	-1	-2	2.0	2	97	-2	5	-1.7	-13
61: O=S1(=O)CCN(Cc2ccccc2C(F)(F)F)CC1
→ 1	0	-3	-0.6	0	97	-2	2	-4.6	8
62: CCCN(C(=O)c1ccc([N+](=O)[O-])c(C)c1)c1c(N)n(Cc2ccccc2)c(=O)[nH]c1=O
→ 2	-6	-1	-0.4	-1	·	5	1	0.1	-1
63: NNc1nc2c(Cl)cccc2s1
→ -2	-2	-3	2.4	0	106	3	8	-0.6	-1
64: CCOC(=O)N1CCC(c2nc3ccccc3[nH]2)CC1
→ -1	·	4	-0.2	·	92	-5	-3	-1.9	9
65: O=C1OC(COc2ccc(Br)cc2)CN1c1ccccc1 (centres undefined)
→ -4	87*	-12	0.5	-4	81*	-3	0	-0.9	8
66: CC(C)=CC[N+]1(C)CCCCC1
→ 2	-2	-7	0.4	1	102	-2	1	-1.1	3

Screens (PubChem)

Some of the compounds tested (hit frequency here may not be typical).
